Yeast life ext: extends the lifespan of yeast; S. cerevisiae growth with nicotinamide, OD615; deaD strain in restrictive glucose medium; inhibition of the nicotinamide effect, % at 10 µM; 130,000 tested, 0.68% active; AID 775;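 active = inhibition above a set limit, placed 3 SD over the median of all compounds, cut at about 26% in these data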;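 note: 0% = nicotinamide-treated wells and 100% = cells grown without nicotinamide; some compounds called inactive have numbers as strong as hits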
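Buffer or medium: CSMM-D glucose medium, restrictive; test system: modified budding yeast, DeaD strain; compound: single dose 10 µM compound, 0.25% DMSO; schedule: culture preincubation 4 h, compound exposure 48 h, both 30 °C; detection: optical density (absorbance) at 615 nm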
Phagocytosis inh: macrophage phagocytosis inhibition. J774A.1 macrophage IgG-bead phagocytosis, imaging. inhibition, % at 5 µM. 110,000 tested, 0.07% active. AID 1029;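 active = inhibition above the mean of the plate negative controls plus 5 SD, cut at about 13% in these data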;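 note: phagocytic index as fraction of beads internalized from green versus red external bead signal; plate controls were DMSO negative control for no effect and cytochalasin-D positive control for full effect; some results beyond the cut were filed as inactive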
PTEN del growth: PTEN-deleted cell growth suppression | 140,000 tested, 1.2% active | viability, % at 10 µM | AID 827 | HCT116 PTEN-null viability, CellTiter-Glo, 60 h; hits give low values;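 active = viability at or below a set limit, 4 SD under the median of all tested compounds, cut at about 3.7% in these data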;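 note: PTEN knockout HCT116 line with beta catenin targeted HCT116 as companion control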
HCT116 bCat-KO: beta-catenin-lacking colon tumor cell growth suppression | viability, % at 10 µM | 140,000 tested, 1.5% active | HCT116 beta-catenin knockout viability, CellTiter-Glo, 60 h; hits give low values | AID 818;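 active = viability at or under a set limit, the compound median less 4 SD, cut at about 6% in these data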;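 note: 0% = Hyamine 1622 control at 20 µM and 100% = untreated cell control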
E-sel TNF inh: blocks E-selectin expression induced by TNF alpha. HUVEC TNFa-induced E-selectin immunofluorescence, high content. inhibition, % at 2 µM. 120,000 tested, 0.71% active. AID 1246;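 active = inhibition above the batch mean plus 3 SD, and confirmed as a hit on visual image review, cut at about 43% in these data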;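 note: 0% = TNF-stimulated DMSO wells and 100% = unstimulated control wells; not every result past the cut was called active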
BB579 growth dn: yeast BB579 growth reduction in restrictive medium. S. cerevisiae BB579 growth, OD615, 48 h. inhibition, % at 10 µM. 140,000 tested, 0.51% active. AID 804;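 active = inhibition above a set limit, 3 SD over the mean compound inhibition, cut at about 44% in these data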; note: inactives centre near -24
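Test system: Saccharomyces cerevisiae DeaD strain BB579, replicative lifespan model yeast | Buffer or medium: Restrictive CSMM-D medium | Doses: One dose, 10 µM compound with 0.25% DMSO | Incubation: 48 h exposure, 30 °C | Detection: Culture absorbance at 615 nm | Control set: Amphotericin B at 10 µg/mL as positive control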
GALR2 blocker: antagonists of human galanin receptor 2 (GALR2) | inhibition, % at 4 µM | GALR2-expressing cells, antagonist mode | O43603 | 140,000 tested, 0.39% active; in the data active = inhibition above about 27%;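 note: cells stimulated with galanin 1-16 at roughly its EC80; 0% = agonist challenge control and 100% = basal control without agonist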
Target sequence (O43603 whole entry, looked up): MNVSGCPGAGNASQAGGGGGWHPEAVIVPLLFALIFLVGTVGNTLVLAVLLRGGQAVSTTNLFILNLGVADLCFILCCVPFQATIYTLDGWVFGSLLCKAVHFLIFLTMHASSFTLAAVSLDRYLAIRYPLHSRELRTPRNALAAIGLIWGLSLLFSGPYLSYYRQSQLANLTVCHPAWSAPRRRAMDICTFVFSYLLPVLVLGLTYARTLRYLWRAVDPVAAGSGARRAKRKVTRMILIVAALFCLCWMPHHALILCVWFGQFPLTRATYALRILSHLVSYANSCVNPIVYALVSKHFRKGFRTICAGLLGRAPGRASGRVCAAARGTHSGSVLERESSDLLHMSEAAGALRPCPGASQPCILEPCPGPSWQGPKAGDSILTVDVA
Measles CPE: protection of cells from measles virus; Measles virus-infected cells, CPE protection, absorbance; protection (pct of control), % at 4 µM; 140,000 tested, 1.5% active; AID 841; in the data active = protection mostly above about 24%, no sharp cut-off; inactive = mostly below about 26%; note: some compounds called inactive have numbers as strong as hits
MRP1 act: activators of MRP-1. viability increase, % at 10 µM. 140,000 tested, 0.61% active. H69AR cells + doxorubicin, viability rescue, CellTiter-Glo;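 active = viability gain under doxorubicin at or above a set limit, the compound median plus 3 SD, cut at about 4.7% in these data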;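 note: MRP-1 overexpressing cells given doxorubicin 25 µM after compound pretreatment; 18-22 h compound pretreatment then 72 h with doxorubicin before readout; 0% = doxorubicin-only wells and 100% = vehicle-treated cells without doxorubicin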
NPY-Y2 antag: blocks the human neuropeptide Y Y2 receptor | NPY-Y2 expressing cells, antagonist mode | inhibition, % at 2.7 µM | 140,000 tested, 0.99% active; in the data active = inhibition above about 17%;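 note: 0% = vehicle with agonist challenge and 100% = reference antagonist with challenge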
Target sequence (P49146 whole entry, looked up): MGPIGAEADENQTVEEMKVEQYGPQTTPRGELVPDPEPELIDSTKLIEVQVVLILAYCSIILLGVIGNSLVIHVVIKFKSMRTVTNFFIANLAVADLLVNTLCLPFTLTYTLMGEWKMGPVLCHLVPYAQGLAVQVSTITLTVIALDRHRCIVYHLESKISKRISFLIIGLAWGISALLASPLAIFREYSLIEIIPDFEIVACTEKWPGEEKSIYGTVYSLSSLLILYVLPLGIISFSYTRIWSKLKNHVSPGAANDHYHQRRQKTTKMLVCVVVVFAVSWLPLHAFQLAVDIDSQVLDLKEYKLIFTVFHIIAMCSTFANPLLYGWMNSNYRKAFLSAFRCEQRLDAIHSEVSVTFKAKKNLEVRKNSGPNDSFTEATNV
* = called active by the depositor; . = not tested or not shown.

SMILES	Yeast life ext	Phagocytosis inh	PTEN del growth	HCT116 bCat-KO	E-sel TNF inh	BB579 growth dn	GALR2 blocker	Measles CPE	MRP1 act	NPY-Y2 antag
C=C(C)Cn1c(CCCNC(=O)CC)nc2ccccc21	.	.	89	89	16	-29	-1	30	-2.0	5
COc1ccc(/C=N/NC(=O)c2sccc2OCc2ccc(F)cc2)cc1OC	-11	.	71	91	.	-16	-9	6	0.1	26*
Cc1ccc(N2C(=O)c3ccc(C(=O)NCCN4CCOCC4)cc3C2=O)cc1	-6	-4	106	105	.	-18	-6	3	-0.5	3
COc1ccc(NCc2nnc(SCC(=O)c3ccc(C)cc3)o2)cc1	2	-1	84	73	-7	-44	-8	16	-2.1	4
COc1ccc(C2CC(=O)c3c(C)nc(N4CCN(c5ccccc5)CC4)nc3C2)cc1 (stereo not given)	-8	1	77	82	13	-34	-2	.	0.9	4
N#C/C(=C(/O)CSc1nnc(Cc2cccs2)n1C1CCCCC1)c1nc2ccccc2[nH]1	-6	1	89	85	.	-49	-3	24	-2.5	0
Cn1nccc1C(=O)NCCN1C(=O)OC(C)(C)C1(C)O (stereo not given)	-11	0	108	101	-31	-56	6	8	-0.1	2
CCCNC(=O)c1ccccc1NC(=O)c1ccccc1N(C)S(=O)(=O)c1ccc(C)cc1	.	.	45	50	.	0	-7	17	-3.2	2
C=CCNC(=O)CCCOc1cc(C)ccc1C	-16	-1	99	105	8	1	3	3	-1.7	2
CCc1ccc(NC(=O)Nc2ccc3c(c2)N(C)C(=O)CS3)cc1	-7	0	63	68	.	-9	-7	1	-1.8	-2
Cc1nn(-c2ccccc2)c2c1C(c1ccccc1)C(C#N)=C(N)O2 (stereo not given)	1	-1	92	95	-2	-18	-4	8	-2.2	1
C=CCNc1oc(-c2ccc(OCC)cc2)nc1C#N	-29	-1	77	78	-15	-40	11	4	-2.2	-2
Cc1ccc2nc(SCc3nnc(-c4ccccc4Br)o3)[nH]c2c1	-12	-2	92	88	-2	-35	2	17	-3.0	5
Cc1ccc(C)c(Cn2c(=O)n(-c3ccc(CC(=O)NCc4ccco4)cc3)c(=O)c3sccc32)c1	-6	0	88	80	.	-17	-8	1	-3.2	5
COCCN(C(=O)c1csnn1)C(C(=O)NC1CCCCC1)c1cccs1 (stereo not given)	-5	-2	99	96	-19	-11	1	8	-1.7	4
CCC(CC)C(=O)Nc1ccc(C(=O)c2ccccc2)cc1	-1	2	91	94	2	-11	14	4	-0.4	4
CN(C)C(=O)c1ccccc1Sc1cc(Cl)ccc1Cl	-6	-3	81	84	21	-29	-1	3	-1.5	8
O=C(CN1CCN(c2ccc(F)cc2)CC1)N1N=CCC1c1ccccc1 (stereo not given)	-17	0	94	101	-54	5	-10	4	-1.7	4
CCOC(Cn1c(CCCO)nc2ccccc21)OCC	-3	0	103	94	10	-1	0	20	-0.3	-1
O=S(=O)(N/N=C/c1ccc2c(c1)OCCO2)c1ccccc1	-9	2	74	87	-8	-35	3	3	-0.8	17
FC(F)(F)c1cnc(NNC(=S)Nc2ccc(Cl)cc2)c(Cl)c1	-1	-11	8	13	.	-2	4	13	-4.9	5
Cc1cccc(NC(=O)CCc2c(C)nc3ncnn3c2C)n1	-4	0	110	104	13	-4	-7	14	-0.8	-2
CCc1nc2sc3c(c2c(=O)n1N)CC(C)(C)OC3	0	-2	89	91	-17	-19	3	8	-1.6	0
CC(C)Cn1c(-c2ccccc2F)n[nH]c1=S	-18	3	83	80	-10	-49	1	3	-0.5	4
CC(C)CC1NC(=O)N(CC(=O)c2ccc3c(c2)OCCO3)C1=O (stereo not given)	23	-2	107	98	-15	-32	-5	12	-1.0	4
CC1CCc2nc(NC(=O)c3ccc(S(=O)(=O)N4CCCc5ccccc54)cc3)sc2C1 (stereo not given)	-14	1	57	57	-25	-56	-2	11	0.9	-3
O=c1c([N+](=O)[O-])c(N2CCCCCC2)c2ccccc2n1-c1ccccc1	10	0	89	79	-43	-39	-1	6	-1.6	2
CCOC(=O)/C(C#N)=C\c1ccco1	-7	1	92	97	9	-1	6	22	-1.0	2
O=C(COC(=O)c1cc(Cl)ccc1Cl)NCCN1C(=O)CSC1=O	2	-2	98	87	.	-24	19	23	-0.1	3
COc1ccc(C(=O)/C=C/C(=O)N(Cc2ccc3c(c2)OCO3)C(C(=O)NC2CCCCC2)c2ccncc2)c(O)c1 (stereo not given)	0	-10	54	57	6	-26	-10	5	-4.9	5
CCN(CC)c1ccc(NC(=O)CN2C(=O)CC(C)(C)S(=O)(=O)c3ccccc32)c(C)c1	-3	0	84	93	.	4	4	11	-2.9	0
CCCCOC(=O)c1ccc(NC(=O)c2cnc3n(c2=O)CCS3)cc1	-1	4	51	46	-10	-17	-6	19	-2.4	0
O=C1C2C3C=CC(C3)C2C(=O)N1c1nccs1 (stereo not given)	-21	-1	96	101	-33	-34	0	4	-2.5	2
Cc1ccc(NC(=O)CSc2nnc(Cc3cccn3C)n2-c2ccc(F)cc2)cc1	-9	0	79	94	.	-31	7	16	1.9	-2
CCOC(=O)c1sc(C)c2c(=O)n(CC(=O)c3ccc(Br)cc3)nnc12	-12	0	90	89	-14	-20	1	4	1.1	10
Nc1nnc(Cc2ccc(Cl)c(Cl)c2)s1	-19	5	84	89	-11	-12	-6	12	-0.7	0
CCCCc1nc2ccccc2n1Cc1nnc2n1-c1ccccc1SC2	-3	0	87	100	.	-46	3	35	-1.9	-1
CCCNS(=O)(=O)c1ccc(NC(=O)c2cccnc2)cc1	1	-2	91	90	.	-26	-4	16	-2.7	4
O=C(Oc1c(Cl)cc(Cl)c2cccnc12)c1ccco1	-20	-2	13	3.5*	18	2	-5	10	-1.1	2
C=CCN(CC=C)C(=S)NCCc1ccc(OC)c(OC)c1	-4	-3	87	88	7	9	-4	13	-0.4	4
N#CCCN/N=C(/Cc1nc2ccccc2[nH]1)c1cccc(Cl)c1	5	.	90	81	-2	-48	14	2	-1.6	4
CCc1c(C)sc(NC(=O)c2ccc(Br)o2)c1C(=O)OC	-1	3	76	76	-16	-31	5	3	-3.5	7
COCCCn1c(-c2ccc(S(=O)(=O)N3CCOCC3)cc2)csc1=Nc1ccccc1	-12	0	87	99	12	-17	6	15	-0.5	1
CCSc1nc2ccccc2n1Cc1cccc([N+](=O)[O-])c1	-4	.	69	84	-12	-30	-2	21	-1.9	5
CC(C)OC(=O)c1c(NC(=O)c2cccs2)sc2c1CCCC2	-10	1	88	93	14	-15	6	6	2.0	4

Structures listed above shown as hits in NPY-Y2 antag:
| Structure | Yeast life ext | Phagocytosis inh | E-sel TNF inh | BB579 growth dn | GALR2 blocker | Measles CPE | NPY-Y2 antag |
| --- | --- | --- | --- | --- | --- | --- | --- |
| COc1ccc(/C=N/NC(=O)c2sccc2OCc2ccc(F)cc2)cc1OC | -11 | . | . | -16 | -9 | 6 | 26* |

(further entries)
SMILES	Yeast life ext	Phagocytosis inh	PTEN del growth	HCT116 bCat-KO	E-sel TNF inh	BB579 growth dn	GALR2 blocker	Measles CPE	MRP1 act	NPY-Y2 antag
O=c1cc(-c2ccccc2Cl)oc2c(NS(=O)(=O)c3cc(Cl)cc(Cl)c3O)ccc(O)c12	20	.	46	44	-33	-28	1	9	-3.8	2
COc1cccc(-c2nnc(SCC(=O)Nc3cc(C)on3)o2)c1	-10	0	77	56	.	-33	-5	1	1.0	3
Cc1cc(C)n2nc(SCC(=O)c3ccc[nH]3)nc2n1	-7	-1	95	98	-9	3	-1	4	-0.4	6
CCCCN(C(=O)CN1C(=O)C2CC=CCC2C1=O)c1c(N)n(CCC)c(=O)[nH]c1=O (stereo not given)	1	-1	96	97	.	-5	5	30	0.3	1
O=[N+]([O-])c1ccc(-c2nc(=S)c3c(o2)CCCC3)cc1	5	-9	97	101	-2	-32	10	10	1.3	-1
CCc1cc2c(=O)c(-c3cnn(-c4ccccc4)c3)c(C(F)(F)F)oc2c(CN(C)C)c1O	-4	.	94	93	.	-26	7	36	-2.1	-1
O=C(CSc1nnc(-c2cccnc2)n1CCc1ccccc1)NCc1ccccc1	.	.	87	94	10	-31	5	12	-0.9	4
CCOc1cccc2c1OC1(C)CC2NC(=O)N1c1cccc(F)c1 (stereo not given)	-9	2	93	96	.	-35	-13	4	-0.4	1
COc1ccc(NS(=O)(=O)c2ccc(OC)c(NC(=O)CCC3CCCC3)c2)cc1	-1	7	94	89	.	-40	2	5	-0.7	2
Cc1ccc(S(=O)(=O)NC(C(=O)OCC(=O)NC(=O)c2cccn2C)C(C)C)cc1 (stereo not given)	-6	-1	88	84	-7	-4	8	2	-3.1	4
Cc1cccc(Cn2cc(/C=C/[N+](=O)[O-])c3ccccc32)c1	25	2	3.0*	3.2*	7	-32	14	3	-6.7	9
Cn1nnnc1SCc1ccc(C(=O)Nc2nccs2)cc1	-15	8	94	99	-2	-12	10	8	-0.6	0
COc1ccc(CCNC(=O)COc2ccc(S(=O)(=O)N3CCOCC3)cc2)cc1OC	0	-3	93	93	-11	-29	-7	8	-2.3	1
COc1ccc(-c2nn(-c3ccccc3)cc2/C=N/Nc2ccc3ccccc3n2)cc1OC	3	-4	55	62	3	-59	-4	7	2.2	14
Cc1cccc(C(=O)Oc2ccc(/C=N/O)cc2)c1	.	.	93	98	5	-52	-4	27	3.2	4
COc1ccccc1NS(=O)(=O)c1cc(NC(=O)c2ccc3ccccc3n2)ccc1Cl	8	-1	90	90	.	-13	16	5	-3.0	12
Cc1nn(C)cc1/C=N/n1nnnc1N	2	0	99	96	3	-22	7	24	-0.8	10
O=C(Cn1cnc2ccc(Cl)cc2c1=O)c1cccs1	0	.	39	31	25	14	-5	52*	-3.6	-1
O=C(c1ccco1)N1CCN(Cc2nc3ccccc3c(=O)n2-c2ccc(F)cc2)CC1	-12	-1	87	92	.	-7	-18	9	-0.2	3
O=C(NNc1cccc(Cl)n1)Nc1ccccc1	-12	.	96	92	8	-34	-4	45	-3.6	4
COc1ccccc1C1/C(=C(/O)c2ccc(C)cc2)C(=O)C(=O)N1CC(C)O (stereo not given)	-6	.	95	107	14	-9	-3	23	-0.6	3
Cc1ccc(N2C(=O)c3ccc(C(=O)O)cc3C2=O)cc1C	-7	2	96	108	15	7	-10	7	-1.8	4
CC(NC(=O)C12CC3CC(CC(C3)C1)C2)C(=O)N/N=C/C1=C(N2CCOCC2)C(=C\c2cccc([N+](=O)[O-])c2)/CC1 (stereo not given)	7	1	87	74	.	-18	-2	9	-2.1	-3
Cc1cc(C)cc(NS(=O)(=O)c2ccc3[nH]cc(C(=O)N4CCc5ccccc54)c(=O)c3c2)c1	-5	8	79	73	.	-11	7	4	-2.3	3
CCCC(=O)NC1=C(C#N)C2(CCCCC2)Cc2ccccc21	-4	2	96	103	25	9	-4	4	-0.6	8
O=C(NC1CCS(=O)(=O)C1)OC1CCCCC1 (stereo not given)	-5	.	95	94	3	-19	-1	21	-0.2	2
CC1CCCC(C(=O)O)N1C(=O)CCSC(=O)c1ccccc1 (stereo not given)	2	3	99	95	-24	-33	5	9	1.4	4

High-throughput results as filed in PubChem.
